# From PubChem
# LMPTP inh: LMPTP (human) inhibition. recombinant LMPTP-A, OMFP fluorogenic substrate, fluorescence intensity. 360,000 tested, 0.22% active. inhibition, % at 20 µM;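 active means compounds that cut the enzyme signal by at least half of the control window in the single-dose screen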;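 further: plate controls were DMSO wells with enzyme plus substrate for no effect and substrate without enzyme for full effect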
# Target sequence (P24666 whole entry, looked up): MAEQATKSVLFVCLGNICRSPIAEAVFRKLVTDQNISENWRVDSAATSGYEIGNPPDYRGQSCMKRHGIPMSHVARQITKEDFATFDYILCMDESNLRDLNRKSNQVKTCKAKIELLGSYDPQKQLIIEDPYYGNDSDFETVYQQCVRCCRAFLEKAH
#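 material = LMPTP-A | quantity = 0.625 nM enzyme | reagent = OMFP substrate, 400 µM final | buffer or medium = Bis-Tris pH 6.0, DTT, detergent | detection = endpoint fluorescence intensity from OMFP dephosphorylation | dosing = single 20 µM dose | read-out basis = % inhibition relative to no-enzyme and uninhibited control wells | control set = no-enzyme and uninhibited controls | timing = 50 min at room temperature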
# Scp-1 inhibitor: blocks human Scp-1 phosphatase activity | Q9GZU7 | Recombinant Scp1, phosphopeptide, malachite green phosphate absorbance | inhibition, % at 20 µM | 340,000 tested, 0.88% active | AID 493091;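 active means inhibition above about 50% at 20 µM, limit read from the data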;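 further: plate controls were DMSO wells with enzyme for no effect and wells lacking enzyme for full effect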
#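 assay system = SCP-1 phosphatase catalytic domain, residues 76-261 | buffer or medium = 50 mM Tris acetate pH 5.5, 0.005% Tween-20, 10 mM MgCl2 | incubation = enzyme reaction 45 min at room temperature, colour 5 min, stabilisation 30 min | signal = Phosphate-binding colour reagent, absorbance read at 630 nm | measure = % inhibition at 20 µM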
# DNMT1 block: inhibitors of human DNMT1; P26358; DNMT1 molecular beacon, Hinp1I cleavage, fluorescence; inhibition (reported as % activation of signal), % at 10 µM; 360,000 tested, 0.83% active; AID 588458; in the data active means inhibition above about 50%
# CSN inh: CSN deneddylation inhibition | AID 651999 | 360,000 tested, 0.38% active | inhibition, % at 12.5 µM | Purified CSN, SCF-Nedd8-OG deneddylation, fluorescence polarization | Q92905;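 active means pattern-corrected inhibition above about 35%, with an unprinted fluorescence ratio check between 0.5 and 1.5, limit read from the data, passing the limit was not always enough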;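 further: 0% = enzyme with substrate and 100% = substrate without enzyme; some results filed as inactive read as strong as hits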
#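 Test system: purified human Csn5 enzyme expressed in HEK293T cells. Amount: 0.24 nM enzyme. Reagent: SCFSkp2-Nedd8OG substrate at 10 nM final. Schedule: 90 min incubation of compound, enzyme and substrate at room temperature. Detection: fluorescence polarization. Read-out: % inhibition of substrate cleavage by Csn5.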
# Rin1-Abl PPI inh: blocks binding of human Rin1 to Abl; inhibition, % at 7.35 µM; P00519+Q13671; TR-FRET Rin1/Abl binding, biochemical; 360,000 tested, 0.4% active; AID 588664; in the data active means inhibition above about 5%, passing the limit was not always enough
# SUMO1-SIM PPI: modulators of human SUMO1-mediated protein-protein interactions | P63165 | SUMO1 binding to a labelled peptide, TR-FRET, 1 h | inhibition, % at 20 µM | 360,000 tested, 0.33% active | AID 602429; in the data active means inhibition above about 37%
# Rpn11 block: inhibitors of human proteasome Rpn11; human 26S proteasome, Ub4-pepOG fluorescence polarization; 20S core pre-blocked with epoxomicin; 360,000 tested, 0.59% active; calls only at 20 µM;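 active means inhibition at 20 µM, scaled to each plate's controls, above about 33%, limit read from the data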
# Target sequence (O00487 whole entry, looked up): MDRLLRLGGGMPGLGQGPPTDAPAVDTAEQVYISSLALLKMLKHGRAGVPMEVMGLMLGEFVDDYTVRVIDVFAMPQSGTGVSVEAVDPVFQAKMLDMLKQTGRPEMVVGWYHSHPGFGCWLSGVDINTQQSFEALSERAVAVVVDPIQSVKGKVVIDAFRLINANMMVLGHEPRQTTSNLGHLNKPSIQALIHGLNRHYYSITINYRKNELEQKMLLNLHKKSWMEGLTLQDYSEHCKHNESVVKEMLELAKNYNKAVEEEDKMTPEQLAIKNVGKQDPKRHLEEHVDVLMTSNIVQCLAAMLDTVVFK
# NadD block: NadD (S. aureus) enzyme inhibition; purified NadD enzyme, colorimetric absorbance read-out; inhibition, % at 20 µM; AID 602399; 360,000 tested, 0.78% active; in the data active means inhibition above about 26%; further: some compounds past the cut are filed as inactive
# Neddylation inh: blocks human cullin neddylation; TR-FRET cullin neddylation, biochemical; 360,000 tested, 0.58% active; P61081+Q13564; calls only at 25 µM; in the data active means inhibition above about 36%
# STEP block: inhibitors of human striatal-enriched phosphatase STEP. recombinant STEP, OMFP fluorogenic substrate, fluorescence. 360,000 tested, 0.25% active. inhibition, % at 20 µM;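 active means inhibition at 20 µM, scaled per plate between control wells, above about 37%, limit read from the data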;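 further: 0% = DMSO with enzyme and substrate and 100% = substrate only without enzyme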
# Target sequence (P54829 whole entry, looked up): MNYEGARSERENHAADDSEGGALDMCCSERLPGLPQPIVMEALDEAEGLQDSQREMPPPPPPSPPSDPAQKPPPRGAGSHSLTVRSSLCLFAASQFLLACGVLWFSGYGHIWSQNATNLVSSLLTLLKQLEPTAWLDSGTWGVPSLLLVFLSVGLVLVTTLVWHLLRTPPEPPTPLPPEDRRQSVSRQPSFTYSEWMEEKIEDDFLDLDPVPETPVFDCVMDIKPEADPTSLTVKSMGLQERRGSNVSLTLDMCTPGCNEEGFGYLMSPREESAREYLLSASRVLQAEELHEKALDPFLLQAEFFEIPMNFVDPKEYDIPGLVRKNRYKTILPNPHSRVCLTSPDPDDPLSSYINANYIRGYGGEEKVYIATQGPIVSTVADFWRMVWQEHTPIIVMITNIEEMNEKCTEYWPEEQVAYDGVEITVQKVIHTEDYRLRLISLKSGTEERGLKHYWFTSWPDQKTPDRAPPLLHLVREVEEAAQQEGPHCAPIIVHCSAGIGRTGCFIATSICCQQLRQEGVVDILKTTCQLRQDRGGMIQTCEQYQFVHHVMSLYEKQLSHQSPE
#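 Test system: STEP tyrosine phosphatase / Reagent: OMFP at 25 µM / Doses: 20 µM, 1% DMSO / Read-out: percent inhibition scaled to no-enzyme and uninhibited-enzyme controls, plate-pattern corrected / Detection: FITC-channel fluorescence of OMFP product / Medium: Bis-Tris buffer pH 6.0, 2.5 mM DTT, 0.005% Tween 20 / Schedule: 20 min at room temperature, dark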
# Active calls of the source: *; i = inactive; . = not tested or not shown.
1	Cc1ccc(S(=O)(=O)Nc2ccc(Br)cc2C(NCC(=O)O)c2ccccc2)cc1 (configuration not stated)
2	CC(=O)N1CCN(CC(O)Cn2c3ccccc3c3ccccc32)CC1 (configuration not stated)
3	C[C@]12CCC(=O)C=C1CC[C@@H]1[C@@H]2[C@@H](O)C[C@]2(C=O)[C@@H](C(=O)CO)CC[C@@H]12
4	Fc1ccccc1COc1ccc(Br)cc1CNCC1CCCO1 (configuration not stated)
5	O=C(Nc1ccccc1)C1C2CCC3C(CCC21)C3(Cl)Cl (configuration not stated)
6	O=C(Cc1ccc(Cl)cc1)Nc1ccc(CN2CCCCC2)cc1
7	Cc1nnc(N2C(=O)C(=O)/C(=C(\O)c3ccc4c(c3)CC(C)O4)C2c2ccccc2)s1 (configuration not stated)
8	COc1ccc(N2CCN(C(=O)CNS(=O)(=O)c3ccc(Br)s3)CC2)cc1
9	COc1cccc(C(=O)Nc2cc(=O)n(C)c(=O)n2C)c1
10	CCCCn1c(N)c(N(CCC(C)C)C(=O)C2CC(=O)N(Cc3ccc(C)cc3)C2)c(=O)[nH]c1=O (configuration not stated)

screen / no.	1	2	3	4	5	6	7	8	9	10
LMPTP inh	-1.2	-2.6	-0.8	0.9	1.4	-1.6	-1.1	-0.2	-0.2	-0.1
Scp-1 inhibitor	17	0	9	1	1	-13	-2	-3	-6	-6
DNMT1 block	5	-1	1	6	0	-2	-1	-4	1	-1
CSN inh	-1	5	4	-6	0	4	2	4	3	0
Rin1-Abl PPI inh	2	2	-4	2	1	-3	-3	6	1	2
SUMO1-SIM PPI	2	3	-3	3	1	4	-11	3	2	9
Rpn11 block	i	i	i	i	i	i	i	i	i	i
NadD block	13	-2	-2	-12	2	-5	0	-4	2	-2
Neddylation inh	i	i	i	i	i	i	i	i	i	i
STEP block	-2	0	-4	-4	-2	1	-2	-1	0	-3

# The last 4 compounds of the section above open the next one:
7	Cc1nnc(N2C(=O)C(=O)/C(=C(\O)c3ccc4c(c3)CC(C)O4)C2c2ccccc2)s1 (configuration not stated)
8	COc1ccc(N2CCN(C(=O)CNS(=O)(=O)c3ccc(Br)s3)CC2)cc1
9	COc1cccc(C(=O)Nc2cc(=O)n(C)c(=O)n2C)c1
10	CCCCn1c(N)c(N(CCC(C)C)C(=O)C2CC(=O)N(Cc3ccc(C)cc3)C2)c(=O)[nH]c1=O (configuration not stated)
11	O=[N+]([O-])c1cccc(-c2nn(-c3ccccc3)cc2CO)c1
12	COc1ccc(NC(=O)c2cc(S(=O)(=O)N3CCCCC3)c[nH]2)cc1Cl
13	CCN(CC(=O)Nc1c(F)cccc1F)C(=O)Cn1c(=O)cnc2ccccc21
14	CC(C)Cn1[nH]c2c3c(ccc2c1=O)C(=O)c1ccccc1C3=O
15	CCC(CC)c1nnc(NC(=O)c2cccnc2SC)s1
16	COc1ccc(NC(=O)CSc2nnc(NC(C)=O)s2)c([N+](=O)[O-])c1
17	Cc1cc(C)nc(-n2nc(C)cc2NC(=O)CNC(C)c2ccccc2)n1 (configuration not stated)
18	Cc1ccccc1OCCC(=O)N(Cc1ccccc1)c1c(N)n(Cc2ccccc2)c(=O)[nH]c1=O
19	CN(Cc1c(C(=O)N/N=C/c2ccccc2F)nnn1-c1nonc1N)c1ccccc1
20	O=C(Cn1cnc2cc([N+](=O)[O-])ccc2c1=O)Nc1ccccc1Cl

screen / no.	7	8	9	10	11	12	13	14	15	16	17	18	19	20
LMPTP inh	-1.1	-0.2	-0.2	-0.1	0.5	0.8	-9.9	4.4	0.7	0.4	-0.8	-0.6	1.9	4.0
Scp-1 inhibitor	-2	-3	-6	-6	-7	-7	-6	-3	-2	-2	-2	-6	-9	-4
DNMT1 block	-1	-4	1	-1	-2	4	5	2	2	-2	-1	-3	-4	-1
CSN inh	2	4	3	0	3	1	-2	-8	2	-1	-3	-2	1	0
Rin1-Abl PPI inh	-3	6	1	2	2	-2	2	-5	1	-3	-5	-1	-6	-2
SUMO1-SIM PPI	-11	3	2	9	-21	4	-9	-20	26	-18	6	3	-8	-28
Rpn11 block	i	i	i	i	i	i	i	i	i	i	i	i	i	i
NadD block	0	-4	2	-2	-10	0	4	-4	-7	-8	6	1	13	0
Neddylation inh	i	i	i	i	i	i	i	i	i	i	i	i	i	i
STEP block	-2	-1	0	-3	-5	-1	-2	5	-1	-5	-2	-1	-2	0

21	Cn1c2ccc(F)cc2c2ncn(CCN3CCOCC3)c(=O)c21
22	Cc1c(OC(C)C(=O)NCCCn2ccnc2)ccc2c3c(c(=O)oc12)CCC3 (configuration not stated)
23	Cc1noc(C)c1C(=O)OCC(=O)Nc1cccc(S(=O)(=O)N(C)C)c1
24	COc1ccc(OC)c(C(=O)CN2CCN(S(=O)(=O)c3ccc(Br)cc3)CC2)c1
25	CCOc1ccc(C(=O)Nc2ccc(N3CCN(C(C)=O)CC3)cc2)cc1[N+](=O)[O-]
26	CCCS(=O)(=O)NC(=O)C1(C)CCCN(C(=O)c2cccc(Cl)c2)C1 (configuration not stated)
27	CC(C)(C)NC(=O)C1Cc2ccccc2CN1 (configuration not stated)
28	COC(=O)CN1C(=O)[C@@H]2[C@H](C1=O)[C@@H]1CC(C(=O)OC)=C[C@@H](C(=O)OC)[C@@H]3C1=C(C(=O)[C@@]3(C)NC(=O)c1ccccc1)[C@@H]2C
29	COc1ccc(-c2nc3c(C)cc(Br)cn3c2Cc2cccc(Cl)c2)cc1OC
30	c1ccc(-c2nnc3sc(Cc4cccs4)nn23)cc1

screen / no.	21	22	23	24	25	26	27	28	29	30
LMPTP inh	-1.1	-0.8	0.1	-4.9	1.1	-1.3	0.0	-1.9	5.8	-0.9
Scp-1 inhibitor	-3	-4	-8	-1	3	.	-2	-12	.	-7
DNMT1 block	3	1	3	-5	-1	0	30	-2	-13	-1
CSN inh	0	1	2	-2	-7	-3	-8	4	8	1
Rin1-Abl PPI inh	-2	1	-3	-1	1	-1	-2	14*	-83	0
SUMO1-SIM PPI	-2	3	8	-1	-13	0	-3	4	1	3
Rpn11 block	i	i	i	i	i	i	i	i	i	i
NadD block	-3	1	1	-6	3	7	-1	-5	6	4
Neddylation inh	i	.	i	i	i	i	i	i	i	i
STEP block	7	1	-4	7	-2	0	0	0	1	-1

31	CCCOc1ccc(-c2c(C(=O)N/N=C/C3CC=CCC3)nnn2-c2nonc2N)cc1 (configuration not stated)
32	Cc1cc(Nc2ccc(N(C)C)cc2)n2ncnc2n1
33	COc1ccc(/C=N/NC(=O)CCn2nc(C)cc2C)cc1
34	O=[N+]([O-])c1cc(S(=O)(=O)Nc2ccccc2)ccc1-n1nnc2ccccc21
35	CN(C)S(=O)(=O)c1ccc(C(=O)NCCS(=O)(=O)N2CCN(c3ccc(F)cc3)CC2)cc1
36	COc1ccc(/C=N/n2c(-c3ccc(C)cc3)n[nH]c2=S)cc1OC
37	Fc1ccc(C(CCCn2nnc(-c3cccnc3)n2)c2ccc(F)cc2)cc1
38	O=C(CNC(=O)c1ccc(Br)cc1)OCc1cc([N+](=O)[O-])cc2c1OCOC2
39	CN(c1ccc(C(=O)NCCSCc2ccc(Cl)cc2)cc1)S(=O)(=O)c1ccccc1
40	Cc1c(C(=O)NCc2ccccn2)oc2ccc(S(=O)(=O)N3CCOCC3)cc12

screen / no.	31	32	33	34	35	36	37	38	39	40
LMPTP inh	-0.2	-0.6	-1.4	2.9	-1.4	0.9	4.7	0.8	3.1	-0.9
Scp-1 inhibitor	-2	0	-11	-13	-8	1	11	-5	-12	-2
DNMT1 block	29	-1	-1	-4	3	0	-1	0	1	0
CSN inh	-2	1	1	-1	-2	3	-2	-9	-2	0
Rin1-Abl PPI inh	1	-1	-1	-3	6	-4	5	-3	0	-2
SUMO1-SIM PPI	3	5	-6	-15	-2	-5	1	-21	-2	-2
Rpn11 block	i	i	i	i	i	i	i	i	i	i
NadD block	14	-6	-7	-6	5	2	8	-5	-10	7
Neddylation inh	i	i	i	i	i	i	i	i	i	i
STEP block	-2	4	-1	2	-4	2	3	2	-1	0

41	COc1ccc(CNC(=O)C(C)N(Cc2ccco2)C(=O)c2snc(C(N)=O)c2N)cc1 (configuration not stated)
42	O=C(CSc1nccc(=O)[nH]1)Nc1cccc(S(=O)(=O)N2CCOCC2)c1
43	CCOC(=O)N1CCN(C(=O)c2cc(COc3cccc(C(F)(F)F)c3)on2)CC1
44	CC(O)C(NS(=O)(=O)c1ccc(Cl)cc1)C(=O)OCC(=O)Nc1cccnc1Cl (configuration not stated)
45	COc1ccc(NC(=O)C2CSC(C)(C)N2C=O)cc1 (configuration not stated)
46	Cc1noc(C)c1NC(=O)N(C)C[C@H]1Oc2c(NS(=O)(=O)c3cccs3)cccc2C(=O)N([C@H](C)CO)C[C@@H]1C
47	Cc1cc(C)c2c(=O)cc(C(=O)NCc3ccccc3)oc2c1
48	O=C(COc1ccc(Cl)cc1)NC(=S)Nc1ccccc1N1CCOCC1
49	O=C(OCc1c(Cl)cccc1Cl)c1cccnc1Cl
50	Cn1c(=O)oc2cc(S(=O)(=O)N3CCC(C(=O)NCc4ccc(F)cc4)CC3)ccc21
51	C=CCNC(=S)NNC(=O)COc1ccc(Br)cc1

screen / no.	41	42	43	44	45	46	47	48	49	50	51
LMPTP inh	0.4	-0.8	-0.4	1.2	0.4	1.1	0.2	3.2	0.7	-0.1	0.0
Scp-1 inhibitor	-3	-9	-5	2	-3	3	-9	-13	-28	-12	-11
DNMT1 block	-4	-1	-1	8	-1	7	-1	-4	-4	2	6
CSN inh	1	0	1	-4	-2	0	5	-4	5	0	-5
Rin1-Abl PPI inh	-1	1	6	-1	-2	0	1	0	-2	2	0
SUMO1-SIM PPI	-6	3	1	1	1	-4	13	2	-3	6	-1
Rpn11 block	i	i	i	i	i	i	i	i	i	i	i
NadD block	5	-3	-2	2	5	5	-6	-3	-6	-4	-11
Neddylation inh	i	i	i	i	i	i	i	i	i	i	i
STEP block	-2	-1	-1	-5	0	-2	0	-3	-2	-1	0

# Taken from above:
# Reading of compound 50 under DNMT1 block: 2
# Reading of compound 49 under DNMT1 block: -4
# Reading of compound 45 under Scp-1 inhibitor: -3
# Reading of compound 44 under CSN inh: -4
# Reading of compound 46 under STEP block: -2
